Compound activity: PubChem BioAssay, several laboratories
NR1D1 modulator = modulators of human Rev-erb alpha DNA binding; actives 0.79% (n = 370,000); Rev-erbα–FITC-DNA binding, fluorescence polarization, 90 min; activity, % at 10 µM;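 active means activity above about 14%, limit read from the data; passing the limit was not always enough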;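 further: 0% = DMSO wells with 35 nM protein and 100% = DMSO wells with 750 nM protein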
rCAG binder = binds r(CAG) RNA repeats. r(CAG) RNA repeat, TO-PRO-1 dye displacement fluorescence. inhibition, % at 3 µM. actives 1.3% (n = 370,000). AID 651821;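 active means inhibition above the plate cutoff, the mean of all test compounds on that plate plus 3 SD, cut at about 35% in these data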;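 further: 0% = DMSO alone and 100% = 100 µM mitoxantrone as full dye displacement; higher means more dye released from RNA so lower well fluorescence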
SMARCA2 act = activators of SMARCA2 function; MG213 cells, MMTV-luciferase reporter, dexamethasone, overnight; AID 652017; actives 1% (n = 370,000); activation, % at 9.1 µM; in the data active means activation above about 7.8%;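 further: 0% = vehicle wells and 100% = reference activator wells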
NPR2 activator = GC-B (human) receptor activation. P20594. HEK293-GC-B cells, CNP EC30, cGMP TR-FRET; 0% at EC30 CNP, 100% saturating CNP. activation, % at 10 µM. actives 0.11% (n = 370,000). AID 1920062;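 active means activation at 10 µM reaching about 35% in either raw or pattern-adjusted values, limit read from the data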
mABHD4 FP = ABHD4 (mouse) inhibition, primary FP screen. inhibition, % at 8.92 µM. actives 0.54% (n = 370,000). purified mABHD4, FP-Rh probe fluorescence polarization. AID 720543;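 active means inhibition exceeding the mean over every tested compound plus 3 SD, cut at about 30% in these data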;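 further: 0% = plate median of compound wells and 100% = S159A mutant with DMSO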
Target sequence (Q8VD66 whole entry, looked up): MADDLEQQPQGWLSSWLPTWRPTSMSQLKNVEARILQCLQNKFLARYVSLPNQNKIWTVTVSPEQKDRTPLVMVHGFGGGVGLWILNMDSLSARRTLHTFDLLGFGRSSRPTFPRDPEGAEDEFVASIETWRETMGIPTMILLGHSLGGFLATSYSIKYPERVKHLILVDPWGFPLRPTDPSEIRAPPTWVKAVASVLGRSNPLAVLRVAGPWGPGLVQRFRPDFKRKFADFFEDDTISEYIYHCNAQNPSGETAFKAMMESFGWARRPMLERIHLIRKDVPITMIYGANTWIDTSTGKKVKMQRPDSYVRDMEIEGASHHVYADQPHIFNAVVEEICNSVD
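System: mouse ABHD4 enzyme, wild type / Medium: HEPES pH 7.0, NaCl, Pluronic buffer / Reagent: FP-Rh activity-based fluorescent probe / Control set: S159A mutant high control, sample median low control / Detection: fluorescence polarization with parallel and perpendicular emission, 525/598 nm / Schedule: 45 min + 60 min at 25 °C / Compound dosing: 8.92 µM, single dose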
HTRA1 inhibitor = HTRA1 (human) protease inhibition. inhibition, % at 5.96 µM. Q92743. actives 0.5% (n = 340,000). recombinant HTRA1, FP-rhodamine activity-based probe, fluorescence polarization; in the data active means inhibition above about 36%;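 further: 0% = enzyme with DMSO and 100% = wells lacking enzyme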
NPR1 activator = GC-A (human) enzyme activation; P16066; HEK293 GC-A cells, cGMP TR-FRET, EC30 ANP; 0% at EC30 ANP, 100% saturating ANP; activation, % at 10 µM; actives 0.14% (n = 370,000); AID 1671463; in the data active means activation above about 40%
ASAP1 GAP inh = ASAP1 ArfGAP inhibition. AID 624377. actives 0.19% (n = 360,000). ASAP1-stimulated ARF1 GTP hydrolysis, GDP FP detection. inhibition, % at 16.5 µM; in the data active means inhibition above about 25%;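 further: 0% = vehicle with enzyme and substrate and 100% = no enzyme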
Target sequence (Q9ULH1 325-724 limits assumed): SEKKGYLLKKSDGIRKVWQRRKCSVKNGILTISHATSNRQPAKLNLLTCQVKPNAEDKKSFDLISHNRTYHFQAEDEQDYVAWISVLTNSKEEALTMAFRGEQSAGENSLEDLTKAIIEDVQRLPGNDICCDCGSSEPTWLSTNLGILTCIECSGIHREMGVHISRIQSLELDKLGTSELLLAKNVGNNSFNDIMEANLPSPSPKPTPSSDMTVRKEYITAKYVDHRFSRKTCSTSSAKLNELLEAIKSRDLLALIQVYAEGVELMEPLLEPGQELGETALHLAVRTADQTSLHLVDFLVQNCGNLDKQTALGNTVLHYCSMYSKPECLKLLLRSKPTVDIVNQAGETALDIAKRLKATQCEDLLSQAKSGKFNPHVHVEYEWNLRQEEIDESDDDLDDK
PG9 Ab binder = PG9 antibody binding by small molecule | TR-FRET gp120-PG9 antibody binding | inhibition, % at 6.7 µM | actives 0.43% (n = 360,000) | AID 624416; in the data active means inhibition above about 8.5%
ARFGAP1 inh = inhibitors of rat ARFGAP1. inhibition, % at 16.5 µM. AID 651572. Q62848. actives 0.26% (n = 360,000). Arfgap1-stimulated ARF1 GTP hydrolysis, GDP FP detection;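 active means inhibition above a per-plate limit, mean inhibition of low control wells plus 3 SD, cut at about 25% in these data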;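 further: 0% = DMSO wells with enzyme and 100% = wells lacking Arfgap1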
Target sequence (Q62848 1-136 limits assumed): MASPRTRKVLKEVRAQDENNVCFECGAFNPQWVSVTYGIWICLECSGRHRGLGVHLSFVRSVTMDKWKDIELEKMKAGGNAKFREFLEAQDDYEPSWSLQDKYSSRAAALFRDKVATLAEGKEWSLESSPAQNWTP
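Material: truncated rat Arfgap1 GAP domain; Incubation: compound-enzyme preincubation 20 min, reaction 120 min, detection 60 min, 25 °C; Read-out: percent inhibition of Arfgap1-stimulated GTP hydrolysis; Technique: FP, GDP Alexa 633 tracer displaced from anti-GDP antibody, 620/688 nm; Controls: No-Arfgap1 wells (100%) versus DMSO full-reaction wells (0%); Replication: single well per compound.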
* hit, by the source's call; x = not tested or not shown.

Molecule	SMARCA2 act	NR1D1 modulator	NPR2 activator	ASAP1 GAP inh	ARFGAP1 inh	NPR1 activator	rCAG binder	HTRA1 inhibitor	PG9 Ab binder	mABHD4 FP
CC(=O)c1ccc(OCCCC(=O)Nc2cccc(S(=O)(=O)N3CCOCC3)c2)cc1	-4	-10	1	3	7	-7	2	0	1.1	-2
C=CCN(CC#CCN(C)C(=O)c1cccn1C(=O)OC(C)(C)C)Cc1ccc(OC)cc1OC	4	3	-12	x	x	-12	-2	x	x	-3
CCc1cc(C(=O)N2CCCC(CNC(=O)c3ccc(-c4ccccc4)cc3)C2)no1 (centres undefined)	-4	-6	-7	-4	10	5	-1	-5	-0.2	-2
CCOCCc1nnc(NC(=O)c2cc(OC)c(OC)cc2[N+](=O)[O-])s1	-2	-3	0	-18	-1	-1	8	4	-0.5	-1
CCc1cc2c(Nc3ccccc3O)nc(C)nc2s1	-4	-3	-4	5	2	-5	-3	6	-1.1	12
Cc1cc(C)cc(NC(=O)COc2coc(CN3CCN(c4ccccc4)CC3)cc2=O)c1	-2	-2	0	-6	-4	-1	-3	-7	-0.8	-6
O=C1/C(=C/c2ccc3c(c2)OCO3)SC(=S)N1CCC(=O)N(CCO)c1ccccc1	-3	-6	-1	5	13	-4	6	-23	0.4	-8
COc1c2n(C)ccc3c-2n(c(=O)c1=O)c1ccccc31	2	-7	5	16	5	2	0	1	-0.2	-6
Cc1ccc(OCc2cc(C(=O)NCC(C)c3ccccc3)no2)cc1C (centres undefined)	-3	0	1	2	8	5	-3	-13	-0.8	-12
COc1ccc(-n2c(CN3CCOCC3)nc3ccc([N+](=O)[O-])cc3c2=O)c(OC)c1	-2	-5	0	-9	0	1	21	2	-0.9	10
O=C(N/N=C/c1ccc2c(c1)OCO2)c1cc2ccccc2o1	0	-4	4	11	0	4	1	3	-0.7	5
Cn1c(NCCc2ccncc2)nc2cc(-c3cccc(Cl)c3)sc2c1=O	5	-5	-6	2	13	-2	2	x	-2.9	-17
CC(C)c1ccc(NC(=O)OC2CCC23CCC(c2ccccc2)CC3)cc1 (centres undefined)	x	0	-12	x	x	3	x	x	x	-5
COc1cccc(C(=O)N2CCCc3ccccc32)c1	-4	-4	-5	2	8	2	-4	-2	4.8	-7
COc1ccc2cc3cc(C(=O)NCc4ccccn4)oc3nc2c1	-3	0	4	-11	9	6	-1	-6	-2.4	-12

Carrying on:
Molecule	SMARCA2 act	NR1D1 modulator	NPR2 activator	ASAP1 GAP inh	ARFGAP1 inh	NPR1 activator	rCAG binder	HTRA1 inhibitor	PG9 Ab binder	mABHD4 FP
CC(C)COc1ccc(-c2nn(-c3ccccc3)cc2CO)cc1	-2	2	-5	9	3	-2	-2	-51	-0.3	-22
S=C(NC1CCCCC1)N1CCC(C2C=NC=N2)CC1 (centres undefined)	-6	3	-1	3	1	2	1	x	-0.4	3
N#C/C(=C/c1ccncc1)c1nc2ccccc2s1	4	1	-7	6	4	-5	6	-4	1.0	-3
CC12C=CC(=O)C=C1CCC1C2C(=O)CC2(C)C1CCC2(O)C(=O)CO (centres undefined)	-2	-2	2	4	2	1	0	3	-0.5	-2
O=C(/C=C/c1ccco1)NC(=S)Nc1ccccc1	3	0	-4	7	1	1	12	-6	0.3	-6
O=C1CSc2ccc(S(=O)(=O)NCc3ccccc3)cc2N1	-3	-4	-6	-9	14	3	5	1	-1.9	5
COc1ccccc1/C=C(/NC(=O)c1ccccc1)C(=O)NCCCn1ccnc1	-1	3	1	0	15	1	-2	6	-0.4	-4
O=C(Nc1ccc(CN2CCCCC2)cc1)c1c(F)c(F)c(F)c(F)c1F	-5	-2	3	3	-8	1	-1	-6	-0.1	4
CC(=O)Oc1ccccc1C1OC(=O)c2ccccc2N1C(C)=O (centres undefined)	-2	8	3	14	16	1	-1	0	-0.9	-1
COc1ccc(-c2n[nH]c(=S)n2-c2ccc3c(c2)OCCO3)cc1OC	0	2	-2	-1	3	-4	4	2	2.2	-2
CCCCNC(=O)C[C@@H]1C[C@@]2(C(=O)OC)CCCCC=C2N(CCc2ccc(OC)c(OC)c2)C1=O	1	-3	-2	-2	1	-2	-2	x	0.0	4
CCCCP(=O)(c1ccccn1)c1ccccn1	-1	2	3	-3	6	6	-1	-1	1.0	5
C#CCNC(=O)C1=C[C@@H](c2ccc3c(c2)OCO3)C[C@@H](OCc2ccc(CO)cc2)O1	0	-3	5	11	-5	-1	2	-6	-0.6	1
CCCOc1ccc(NC(=O)CC2C(=O)N(Cc3ccccc3)C(=S)N2Cc2cccs2)cc1 (centres undefined)	-4	0	-2	8	6	4	12	-65	-2.4	-30
CN(C(=O)COn1nnc2ccc(Cl)cc21)C1CCS(=O)(=O)C1 (centres undefined)	3	5	2	-8	0	-4	2	6	1.0	0

Other structures:
Molecule	SMARCA2 act	NR1D1 modulator	NPR2 activator	ASAP1 GAP inh	ARFGAP1 inh	NPR1 activator	rCAG binder	HTRA1 inhibitor	PG9 Ab binder	mABHD4 FP
O=C(Nc1ccccc1C(=O)Nc1ccccn1)c1ccc([N+](=O)[O-])cc1	0	-11	-3	-6	2	3	1	7	-0.3	-2
Cc1cc(C)cc(NC(=O)c2ccc([N+](=O)[O-])o2)c1	4	2	-4	7	-11	-5	-1	x	-0.1	-1
COC(=O)c1ccccc1-n1c(CCC(=O)O)ccc1-c1ccc(F)cc1	-1	-4	0	7	10	4	2	-3	-1.7	6
C=CCN(C(=O)CCC(=O)Nc1cc(C)on1)C(C(=O)NC1CCCC1)c1ccc(C)cc1 (centres undefined)	-2	2	1	5	1	-3	-8	-8	-1.8	4
CC1CCCCN1CCCNC(=O)c1nn(C)c2c1CS(=O)(=O)c1ccccc1-2 (centres undefined)	-5	3	6	1	1	1	-1	3	1.2	3
CCCN=CC1=C(O)CC(c2ccccc2)CC1=O (centres undefined)	-3	3	-3	-3	-6	4	-1	2	-2.7	-4
CCC(C(=O)Nc1ncc(C)s1)c1ccccc1 (centres undefined)	-4	-3	-4	8	-8	-15	-1	-4	-0.5	-2
CCOC(=O)c1nn(-c2ccc(F)cc2)cc1O	-1	-5	-4	4	-10	-5	1	3	0.0	-6
O=C(CSc1cccc2cccnc12)N/N=C/c1cccnc1	2	4	7	-13	-5	4	-2	x	-1.2	4
COc1ccc(-n2c(N)c(C(=O)NCc3ccco3)c3nc4ccccc4nc32)cc1OC	8.4*	-11	-2	-2	0	4	9	-7	-2.3	-8
c1ccc(-c2cn3nc(-c4ccccc4)c(-c4ccccc4)nc3n2)cc1	-2	-2	2	0	-5	6	0	-28	0.9	-4
COCCn1c(SCc2ccc(OC)c(F)c2)nc2ccccc2c1=O	3	1	2	-3	2	5	-5	-28	1.3	-4
CC1Cn2c(nnc2C23CC4CC(CC(C4)C2)C3)S1 (centres undefined)	-2	5	2	-4	0	0	-5	10	-0.2	-3
O=C(NCc1ccco1)c1ccc(Oc2ccccc2)cc1	4	0	0	-6	4	5	-2	-10	-0.7	-2
O=C(CN1C(=O)CC(c2ccccc2)S(=O)(=O)c2ccccc21)N1CCCC1 (centres undefined)	4	0	1	-2	-8	-1	0	5	1.3	0

(next part)
Molecule	SMARCA2 act	NR1D1 modulator	NPR2 activator	ASAP1 GAP inh	ARFGAP1 inh	NPR1 activator	rCAG binder	HTRA1 inhibitor	PG9 Ab binder	mABHD4 FP
CC(C)C(=O)O/N=C(\N)c1ccccn1	-2	-4	7	5	-2	3	-4	0	-0.5	-1
Cc1ccc(NC(=O)C(C)N2C(=O)c3ccccc3C2=O)c(C)c1 (centres undefined)	-2	-1	2	2	4	2	-1	0	-1.1	2
COc1cc(/C=N/NC(=O)CNC(=O)c2ccco2)ccc1O	-1	4	-5	2	2	2	-1	0	-3.0	-5
CCOC(=O)[C@]12CCC=C1N(Cc1ccccc1)C(=O)[C@H](CC(=O)N1CCCC1)C2	-3	-2	1	4	8	2	1	x	-0.1	-7
N#Cc1ccc(NC(=S)/N=C(\N)c2ccccc2)cc1	-1	-8	-2	-3	-1	-6	8	x	-0.7	-17
COc1cc(S(=O)(=O)N(Cc2ccc(C)cc2)Cc2ccco2)ccc1-n1cnnn1	-3	-6	-5	-7	0	-8	4	1	-1.0	0
O=C(Nc1ccnn1C1CCN(C2CCCCC2)CC1)c1cccc(F)c1	-1	-1	-4	-7	-8	-1	1	-4	-1.4	-5
COc1cc(O)c(C(CC(=O)N2CCCC(C)C2)c2cc(OC)c(OC)c(OC)c2)c(OC)c1 (centres undefined)	1	1	-12	-14	-4	-2	-7	-6	-1.1	0
CCNC(=S)NNC(=O)c1ccc2ncccc2c1	-1	1	5	-15	12	-3	1	4	-1.4	3
Cc1ccccc1C(=O)NC(=S)Nc1sc2c(c1C#N)CCC(C)C2 (centres undefined)	-2	0	-8	14	-5	0	3	-4	1.8	3
CC(=O)N(C)c1ccc(N=NC2C(=O)N(C(N)=S)N=C2C)cc1 (centres undefined)	2	11	0	-1	1	-2	1	-5	-9.9	-1
COc1cccc(-n2cnc3c(sc4nc(N5CCOCC5)c5c(c43)CCCC5)c2=O)c1	-2	10	14	-3	14	6	1	3	-1.4	-9

Part of the list above with just PG9 Ab binder.
mol,PG9 Ab binder
COc1cccc(-n2cnc3c(sc4nc(N5CCOCC5)c5c(c43)CCCC5)c2=O)c1,-1.4
COc1cc(S(=O)(=O)N(Cc2ccc(C)cc2)Cc2ccco2)ccc1-n1cnnn1,-1.0
CCNC(=S)NNC(=O)c1ccc2ncccc2c1,-1.4
